Abeta yeast res – qHTS for compounds that reverse cellular toxicity of Amyloid beta (A-beta) peptide in yeast: Primary Screen; yeast expressing A-beta42, growth rescue, OD600, 48 h; response scale: 0% DMSO, 100% iron-clioquinol control; Potency, µM (top dose mostly 46.1 µM), for inactives: at the highest dose growth rescue, most hits filed as activators; 0.063% of 410,000 active; AID 1347071, 2019; further: potency means the concentration at half of the fitted maximal effect; nearly all actives have a fitted effect of over 55% in size
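Yeast A-beta toxicity model in growth medium with pinned compounds, 48 h at 30 C; growth read as absorbance at 600 nm. Normalized to FeCl3/clioquinol equimolar mix (positive) and DMSO (negative).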
CCT chaperon mod – High-Throughput Screening for Modulators of Cytosolic Chaperonin Activity | activity change, % (no concentration beside the values), hits read low | 0.3% of 360,000 active | purified chaperonin ATPase assay, HTRF ADP detection, 30 min; in the data active means activity change below about -30%; further: on the % scale 0 is the no-effect control and ±100 the full control effect
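We incubate TRiC, 40 or 20 nM final, with library compounds at 76 uM and 10 uM ATP for 30 min at 37 °C. ADP formed is detected with Transcreener HTRF reagents after 30 min at room temperature.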
Akt phos inh – HTS Assay for Inhibitors of Akt Phophorylation: Primary Screen. Neuro2A IGF-stimulated pAkt S473 HTRF, 20 min; active compounds read low. activity change, % for hits at 50 µM. 0.32% of 360,000 active. AID 651550, 2012; in the data active means activity change below about -80%; inconclusive means mostly about -51% to -80%; further: on the % scale 0 is the no-effect control and ±100 the full control effect
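Single-point screen (50 µM final compound) in Neuro2A cells stimulated 20 min with 6 nM IGF at 37 deg C. After lysis, Ser473-phosphorylated Akt read by HTRF (ex 330 nm, em 615/665 nm) as the 665/615 ratio.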
HepG2 tox – qHTS for Inhibitors of TGF-b: Cytotox Counterscreen; AID 588856, 2011; 0.76% of 410,000 active; HepG2 CAGA-GFP viability, ATP luminescence, 18 h; Potency, µM (titrated, usually from 46.1 µM), inactives show at the top dose activity change, negative = cytotoxicity, actives largely listed as cytotoxic; further: potency means the concentration at half of the fitted maximal effect; some results filed as inactive show a strong effect at the top dose
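CellTiter-Glo luminescence gave cytotoxicity after 18 hours at 37 degrees C. The cells were HepG2 CAGA-GFP in 1% FBS DMEM, stimulated with 500 pg/mL TGF-beta after compound addition. %Activity was normalised to no-cell wells (complete cell-killing) and DMSO (no toxicity), and curves were fitted and classified.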
Nrf2 activator – qHTS of Nrf2 Activators | AREc32 ARE-luciferase reporter (MCF7-derived line), luminescence, 24 h | Potency, µM (doses to about 46.1 µM), for inactives: top-dose activation, actives largely listed as activators | 0.31% of 410,000 active | AID 624171, 2012; further: potency means the concentration at half of the fitted maximal effect; % of control where 0% means no effect; nearly all actives have a fitted effect of over 65% in size
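Each well held 1000 AREc32 cells, which were incubated with compound for 24 hr at 37 deg C after overnight attachment, and ARE reporter activity was quantified by firefly luciferase luminescence.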
A549 viability – Nrf2 qHTS screen for inhibitors: counterscreen for cytotoxicity. A549 ARE-Fluc cells, CellTiter-Fluor viability, 18-24 h. Potency, µM (doses to about 46 µM), for the others: top-dose activity change, negative = cytotoxicity, usual class: inhibitors. 0.16% of 390,000 active. AID 504648, 2011; further: potency means the concentration at half of the fitted maximal effect; on the % scale 0 is the no-effect control and ±100 the full control effect
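A549 ARE_Fluc cells in 5% FBS OPTI-MEM were exposed to compounds in concentration-response for 18-24 h at 37 deg C. Viability was read by CellTiter-Fluor fluorescence (Ex 405/Em 525) after 30 min, before the luciferase read.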
Nrf2 block – Nrf2 qHTS screen for inhibitors. 2.1% of 360,000 active. AID 504444, 2011. A549 ARE-Fluc reporter, luciferase luminescence, 18-24 h. Potency, µM (top dose mostly 46 µM), for the others: top-dose activity change, negative = inhibition, usual class: inhibitors; further: potency means the concentration at half of the fitted maximal effect; on the % scale 0 is the no-effect control and ±100 the full control effect; nearly all actives have a fitted effect of over 60% in size
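A549 ARE_Fluc cells (5000/well, 5% FBS OPTI-MEM) pre-incubated 2 h, then treated with compounds 18-24 h at 37C/5% CO2 in concentration-response. CellTiter-Fluor viability read first; BugLite luciferase luminescence after 15 min at room temperature gives Nrf2 activity.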
Mm-Cpn inhibitor – Inhibitors of TCP-1 ring complex (TRiC) of Methanococcus maripaludis (MmCpn): qHTS; Chaperonin Mm-Cpn (Methanococcus maripaludis); purified Mm-Cpn ATPase, ADP Transcreener TR-FRET; Potency, µM (doses to about 76.9 µM), inactives show at the highest dose activity, negative = inhibition, most hits filed as inhibitors; 0.031% of 330,000 active; AID 504842, 2011; further: potency means the concentration at half of the fitted maximal effect; on the % scale 0 is the no-effect control and ±100 the full control effect; nearly all actives have a fitted effect of over 80% in size
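ATP (10 uM final) was added to archaeal chaperonin (25 nM final) after 10 min exposure to test compound at 37°C; after 30 min further incubation, ADP was detected by competitive TR-FRET.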
TGFb SMAD3 inh – qHTS for Inhibitors of TGF-b | 1.2% of 410,000 active | HepG2 CAGA-GFP TGF-b/SMAD3 reporter, GFP fluorescence, 18 h; TGF-beta stimulated, 500 pg/mL final | Potency, µM (highest dose often 46.1 µM), for the others: top-dose activity, negative = inhibition, hits mostly inhibitors | AID 588855, 2011; further: potency means the concentration at half of the fitted maximal effect; on the % scale 0 is the no-effect control and ±100 the full control effect; nearly all actives have a fitted effect of over 65% in size
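Smad-responsive CAGA-GFP expression was quantified in HEPG2 cells exposed to compounds and 500 pg/mL final TGF-beta for 18 h at 37 degrees C; unstimulated wells defined full inhibition.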
* = called active by the depositor; i = inactive; ? = inconclusive; . = no result given; & = joins results of further samples; [ ] = another dose, or the depositor's remark. Unless noted, the call rests on the fitted dose curve; in most records, active means well fitted curve in the direction sought with a large enough effect; inconclusive means small, poorly fitted or top-dose-only effect, or another doubt; inactive means no such curve, though single readings can be large; an effect the other way counts as inactive or inconclusive.

SMILES	Abeta yeast res	CCT chaperon mod	Akt phos inh	HepG2 tox	Nrf2 activator	A549 viability	Nrf2 block	Mm-Cpn inhibitor	TGFb SMAD3 inh
COc1cc(CNC(=O)C2CCC(=O)N(C3CCCCCC3)C2)cc(OC)c1 (stereo not given)	0%	-1.7	i	-6%	2.3%	0%	7%	-4%	0%
COc1ccccc1-c1noc(-c2ccc(N3CCOCC3)c([N+](=O)[O-])c2)n1	-11%	.	.	-4%	7.2%	-2%	-11%	.	-1%
CCn1c(=O)c(C(=O)CN(C)Cc2ccc(F)cc2)c(N)n(Cc2ccccc2)c1=O	-12%	2.0	i	-15%	0.5%	5%	-22%	-1%	-2%
COc1ccccc1N(C)S(=O)(=O)c1ccc(Cl)c(C(=O)Nc2ccncc2)c1	-17%	0.3	i	-3%	3.2%	10%	?	3%	-14%
CCN(CC)CCn1c2ccccc2c2cnc(N=CN(C)C)c(C#N)c21	7%	1.2	i	6%	17%	?	?	-1%	-9%
CC(C)(OC(=O)c1ccc(C#N)cc1)c1cc2ccccc2c(=O)o1	-6%	-0.8	i	3%	0.7%	-2%	-4%	-3%	-12%
O=C(c1ccco1)N1CCN(c2cc(=O)n(-c3ccc(Cl)cc3)c(=O)[nH]2)CC1	2%	-2.3	i	2%	-1.4%	-2%	-1%	-2%	4%
CCc1cccc(C)c1NC(=O)CN1CCCN(Cc2ccc(C)cc2)S1(=O)=O	2%	.	.	-24%	2.0%	0%	-7%	.	-2%
CC(NC(=O)CN(C)Cc1cccc(Cl)c1)c1ccccc1 (stereo not given)	-28%	1.0	i	-6%	-0.6%	-1%	4%	-3%	-5%
CCOC(=O)C1=C(C)N=c2s/c(=C\c3ccc(OCC(=O)O)cc3)c(=O)n2C1c1ccc(OC(C)C)cc1 (stereo not given)	-75%[inhibitor]	1.6	i	-29%	3.2%	?	?	0%	?
COCCCNC(=O)c1c(N)n(-c2ccccc2)c2nc3ccccc3nc12	-4%	1.0	i	-3%	4.4%	17%	?	-2%	-26%
CCCc1nc2ccccc2c(=O)n1N	3%	-1.2	i	2%	0.4%	-7%	9%	0%	-5%
CCCCOC(=O)Nc1ccc(S(=O)(=O)Nc2ncccn2)cc1	-6%	-1.7	i	-5%	0.1%	3%	-21%	2%	6%
Cc1nnc(SCC(=O)NC2CCCCCC2)n1C(C)C	-2%	1.1	i	-2%	0.2%	-1%	4%	0%	-7%
COc1ccc(NC(=O)CCCn2c(=O)c3sccc3n(Cc3ccccc3)c2=O)cc1	-17%	-2.9	i	-1%	-0.3%	0%	?	-1%	0%
O=C(/C=C/c1ccccc1Cl)Nc1ccccc1	-40%[inhibitor]	0.1	i	-44%	14%	-7%	?	3%	5%
Cc1ccc(C(=O)Nc2ccc3c(c2)OCO3)o1	-9%	-0.3	i	-32%	3.7%	-1%	?	2%	-8%
CSc1ccc(/C=N/NC(=O)CN2CCN(Cc3ccccc3Cl)CC2)cc1	22%	0.2	i	16%	0.2%	-1%	3%	2%	-11%
N#Cc1cc(NCC2CCCO2)c([N+](=O)[O-])cc1C#N (stereo not given)	2%	-2.4	i	-15%	4.6%	-10%	6%	-1%	-4%
Cc1ccccc1CN1C[C@@H]2C[C@@H](c3cn[nH]c3-c3ccccc3)N3CCC[C@@]23C1=O	-1%	-0.9	i	-1%	-1.1%	-6%	-29%	2%	?
Cc1ccc(C)c(S(=O)(=O)NCc2ccc(C(=O)N3CCN(c4ccccc4)CC3)cc2)c1	24%	1.0	i	-4%	4.9%	3%	-20%	1%	47%[activator]
Cc1cccc(N2CCN(C(=O)CS(=O)(=O)c3cccc4nsnc34)CC2C)c1 (stereo not given)	19%	.	.	-14%	-1.1%	13%	.	.	-9%
Cc1cc(NC(=O)C2C3C(=O)N(Cc4ccc(Cl)cc4)C(C(=O)NC4CCCCC4)C34C=CC2(C)O4)no1 (stereo not given)	-9%	0.2	i	-38%	0.3%	-10%	23%	0%	-24%
CCC(C)(C)NC(=O)C(OC(=O)c1ccco1)c1ccccc1F (stereo not given)	8%	-4.3	i	1%	-0.4%	1%	-3%	0%	-3%
CN(CC1COc2ccccc2O1)C(=O)c1cc(COc2c(F)cccc2F)on1 (stereo not given)	-19%	-0.4	i	-22%	-0.5%	2%	?	-2%	-10%
COc1cc(OC)cc(-c2nc(-c3cccc(C)c3)no2)c1	-14%	.	.	2%	?	11%	?	.	2%
COc1ccc(C2=Nn3c(nnc3-c3ccco3)SC2)cc1	-8%	-0.9	i	-26%	2.2%	-4%	?	3%	13%
CCc1ccc(/C=C2\CN(CC)Cc3c2nc2ccccc2c3C(=O)O)cc1	8%	0.1	i	1%	-0.5%	-6%	5%	-1%	5%
O=c1c(Cl)c(O)c2cccc3c4ccccc4n1c23	-92%[inhibitor]	0.0	i	-27%	0.0%	-1%	0%	-4%	-14%
Cc1ccccc1N1CC(C(=O)Nc2ccc(S(=O)(=O)N3CCCC3)cc2)CC1=O (stereo not given)	7%	-0.6	i	-57%	-0.1%	14%	-16%	4%	-28%
Cc1ccc(Cn2cnc3nc4c(cc3c2=O)CC(C)CC4)cc1 (stereo not given)	-16%	.	.	-35%	5.1%	-8%	.	.	3%
Cc1ccc(N(CC(=O)Nc2cc(C)cc(C)c2)S(=O)(=O)c2cccc3nonc23)cc1	-4%&10%	-3.4	i	-19%&-21%	-0.8%&-0.2%	0%&1%	-12%&-23%	3%	5%&6%
Cc1nn(C(=O)COc2ccc(Cl)cc2)c(C)c1Sc1ccccc1	-11%	.	.	-12%	0.6%	3%	6%	.	-26%
COc1ccccc1C(=O)C1CCCN(C(=O)Nc2ccccc2F)C1 (stereo not given)	-13%	1.4	i	-3%	2.7%	-2%	14%	-2%	0%
CCOC(=O)c1c(NC(=O)c2cc(Cl)ccc2Cl)sc2c1CCCC2	-4%	.	.	19%	8.1%	-2%	5%	.	-9%
Cc1ccc(C(C(=O)NC2CCCCC2)N(Cc2ccco2)C(=O)Cc2c[nH]c3ccccc23)o1 (stereo not given)	-14%	0.9	i	3%	-0.3%	-21%	?	0%	?
COc1ccc(-c2nc(CSCC(=O)NCc3ccc4c(c3)OCO4)c(C)o2)cc1	-1%	-2.0	i	-1%	-1.4%	-4%	6%	0%	-26%
FC(F)(F)c1cccc(NC(=S)N2CCN(c3cccc(C(F)(F)F)c3)CC2)c1	12%	-0.7	i	-59%	-0.2%	-14%	?	-12%	0%
CC(=O)CSc1nc(N)c(C#N)c(-c2cccs2)c1C#N	-1%	1.4	i	1%	-0.1%	-11%	?	?	-8%
COc1ccc(CNC(=O)CN(Cc2ccc(Cl)cc2)S(=O)(=O)c2ccccc2)cc1	-55%[inhibitor]	1.9	i	-54%	3.3%	-1%	?	2%	?
O=C(NNC(=S)NC1CCCCC1)c1sc2ccccc2c1Cl	-4%	-1.7	i	-50%	0.3%[9.22 µM]	0%	?	0%	?
Fc1ccc(-c2onc3ccc(C4OCCO4)cc23)cc1	-6%	-1.1	i	16%	4.7%	5%	1%	2%	8%
O=C(Cc1ccccc1)Nc1nnc(-c2cccc([N+](=O)[O-])c2)s1	0%	-0.7	i	-1%	2.2%	1%	14%	2%	-5%
CCNc1ccc(S(=O)(=O)N2CCCCC2)cn1	7%	-2.6	i	4%	-0.1%	-5%	17%	1%	2%
COc1cccc(CNC(=O)c2cccc(S(=O)(=O)N3CCN(c4ccc(F)cc4)CC3)c2)c1	19%	2.4	i	2%	2.5%	0%	?	-1%	?
Nc1[nH]n(-c2c(Cl)cc(Cl)cc2Cl)c(=O)c1N=Nc1ccc(S(=O)(=O)Nc2ncccn2)cc1	-14%	-0.4	i	-13%	-1.7%	?	-12%	-1%	4%
COC(=O)Nc1ccc(S(=O)(=O)Nc2ccccc2F)cc1	-7%	-0.9	i	-23%	-0.3%	-3%	-10%	2%	4%
Cc1ccc2nc(N3CCC(C(=O)N4CCN(c5cccc(C)c5C)CC4)CC3)[nH]c2c1	-9%	.	.	-42%	1.3%	?	.	.	-19%
S=c1nc(-c2ccccc2)n(CCCN2CCOCC2)c2c1CCCC2	-5%	-3.0	i	-9%	0.5%	-4%	3%	-2%	8%
COc1ccc(-c2[nH]ncc2CN(C)Cc2cccnc2)c(F)c1	11%	-0.8	i	-4%	0.0%	-2%	-3%	3%	5%
CC(=O)N1CCN=C1SCc1cccc(F)c1	-5%	-1.6	.	-46%	-0.3%	5%	0%	2%	-9%

Arranged by value in CCT chaperon mod (smallest number first): three of the compounds above
| SMILES | CCT chaperon mod |
| --- | --- |
| S=c1nc(-c2ccccc2)n(CCCN2CCOCC2)c2c1CCCC2 | -3.0 |
| CCNc1ccc(S(=O)(=O)N2CCCCC2)cn1 | -2.6 |
| COC(=O)Nc1ccc(S(=O)(=O)Nc2ccccc2F)cc1 | -0.9 |
